Pf Dd2 inh – blocks in vitro growth of P. falciparum Dd2; 4.3% of 120,000 active; Potency, µM (doses to about 28.9 µM), for the others: at the top dose activity, negative = inhibition, hits mostly inhibitors; P. falciparum Dd2 growth, SYBR Green, 72 h; active means well fitted inhibition curve with a large enough effect; inconclusive means small, poorly fitted or top-dose-only effect; inactive means no such curve, though single readings can be large or run the other way;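 further: plate controls were DMSO vehicle for no effect and reference drug for full effect; nearly all actives have a fitted effect of over 65% in size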
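Readout: SYBR Green fluorescence, 485 nm excitation, 535 nm emission, after ~16 h lysis at 37C. Before that, Dd2-infected red cells (2.5% hematocrit) grew 72 h with compound, 29 uM top final concentration.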
The depositor's hits bear a star; i = inactive; ? = inconclusive; [ ] = another dose, or the depositor's remark. Potency means the concentration at half of the fitted maximal effect. Only part of the results is shown; rates above refer to the full screens.

Start of the data: the first 3 entries, to show the layout:
SMILES | Pf Dd2 inh
COc1cccc(-c2nnc3n(Cc4ccccc4Cl)c(=O)c4ccccc4n23)c1O | ?
Cc1ccc(Cn2c(=O)c3ccccc3n3c(-c4ccccc4)nnc23)cc1 | i
O=C(Nc1ccc([C@@H](O)[C@H]2COCC(=O)N2Cc2ccccc2F)cc1)c1cccs1 | ?

This part in full, from the first entry:
SMILES | Pf Dd2 inh
COc1cccc(-c2nnc3n(Cc4ccccc4Cl)c(=O)c4ccccc4n23)c1O | ?
Cc1ccc(Cn2c(=O)c3ccccc3n3c(-c4ccccc4)nnc23)cc1 | i
O=C(Nc1ccc([C@@H](O)[C@H]2COCC(=O)N2Cc2ccccc2F)cc1)c1cccs1 | ?
Cc1ccccc1CNC(=O)c1ccc2nc(C(C)C)oc2c1 | 3%
COCCNC(=O)c1nc(-c2ccsc2)c2ccccn12 | ?
CCCNC(=O)CC1CCCN(c2cn[nH]c(=O)c2)C1 (configuration not stated) | 48%[activator]
COC(=O)c1cc(C)nc2c1c(=O)nc(SCc1ccccc1Cl)n2C1CC1 | i
CCOC(=O)c1cc(-c2ccc(OC)c(S(=O)(=O)NCc3ccccc3Cl)c2)on1 | 57%[activator][5.79 µM]
O=C(NCCc1cscn1)c1cccc(S(=O)(=O)NC[C@@H]2CCCO2)c1 | -22%
CCc1noc(-c2cccn3c(CNC(=O)c4ccc(Cl)cc4)nnc23)n1 | ?
O=C(CCCc1ccccc1)N1CCC2(CC1)CN(C1CCC1)CC2CO (configuration not stated) | ?
COC[C@@H]1CCCN1Cc1cc2ccc(C)cc2nc1-c1ccc(OC)cc1 | 14µM*
Cc1cnc(C2CC2)n1CCN | i
CCOC(=O)c1c(C)[nH]c(CCC(=O)NCc2ccccc2C)c1C | -2%
C[C@H](C(=O)N1Cc2ccccc2CC2(CCN(C)C2)C1)c1ccccc1 (some centres not stated) | ?
COc1ccc(CCNC(=O)CCCCn2c(=O)c3ccccc3n(Cc3cc(C)ccc3C)c2=O)cc1OC | 7%
CC1CCN(C(=O)CN2C(=O)NC3(CCC(C)CC3)C2=O)CC1 (configuration not stated) | -6%
Cc1ccc(NC(=O)C2CCCN(c3ncnc4c3nc3n4CCCCC3)C2)c(Br)c1 (configuration not stated) | 73%[activator]
CCCCNC(=O)C1CCCN(C2CCN(Cc3ccncc3)CC2)C1 (configuration not stated) | -28%
CNC(=O)c1cn2c(n1)CN([S+](=O)([O-])c1cccc(C(F)(F)F)c1)CC2 | -21%
CCOCCCNC(=O)c1ccc(-n2c(-c3ccccc3)cc3c2CCCC3)cc1 | ?
Cc1ccccc1Nc1c(-c2ccco2)nc2c(C)cccn12 | ?
O=C(c1cccc2nccnc12)N1CCC2(CC1)CC(N1CCCC1)CCO2 (configuration not stated) | 9%
O=C(Cn1cc(SCc2c(F)cccc2Cl)c2ccccc21)N1CCCCCC1 | 1%
Cc1nc2ccccc2n1CCNC(=O)C1CC(=O)N(c2n[nH]c3ccccc23)C1 (configuration not stated) | -16%
COc1ccc(S(=O)(=O)N2CCC(n3cnnc3C3CC3)CC2)cc1Cl | i
COC(=O)c1ccc(CN(Cc2ccc(OC)c(OC)c2)S(=O)(=O)c2ccc(F)c(C(=O)Nc3cc(C)ccc3C)c2)cc1 | ?
Clc1cccnc1-c1cc(NCc2ccccn2)nc2[nH]ccc12 | 8.9µM*
COC(=O)c1c(-c2cccs2)csc1NC(=O)c1cc(OC)cc(OC)c1 | ?
O=C(N1CCN(S(=O)(=O)c2cccs2)CC1)N1CC2CC(C1)[C@H]1CCCC(=O)N1C2 (some centres not stated) | -18%
COCCn1ncc(N2CCC(C(=O)N3CCC(N(C)Cc4cccc(Cl)c4)CC3)C2)cc1=O (configuration not stated) | ?
CC(C)c1noc(-c2cccn3c(CNC(=O)C4CCC4)nnc23)n1 | i
Cc1ccc(-c2noc(-c3nnn4c3COC(c3ccc(C)cc3C)C4)n2)cc1 (configuration not stated) | 1%
CCNC(=O)N(C1CC1)C1CCOC2(CCN(C(=O)c3nccc4ccccc34)CC2)C1 (configuration not stated) | 0%
O=C1NCc2ccccc2CC12CCCCN2Cc1ccc(O)cc1 (configuration not stated) | -3%
Cc1ccccc1C(=O)N1CCCN(c2nc3ncccc3o2)CC1 | 8%
COc1ccc(NC(=O)c2c(NCc3cccc(OC)c3)sc3c2CCC3)cc1 | ?
Cn1cnnc1CC1CCNCC1 | 5%
Cc1ccccc1NC(=O)CSc1cn(CC(=O)N(C(C)C)C(C)C)c2ccccc12 | -3%
Cc1ccc(N2CCN(c3cc(C)nc4c(-c5ccc(Cl)cc5)c(C)nn34)CC2C)cc1 (configuration not stated) | i

Gathered by group: the compounds so far containing an aryl thioether with sulfur outside any ring.
SMILES | Pf Dd2 inh
COC(=O)c1cc(C)nc2c1c(=O)nc(SCc1ccccc1Cl)n2C1CC1 | i
O=C(Cn1cc(SCc2c(F)cccc2Cl)c2ccccc21)N1CCCCCC1 | 1%
Cc1ccccc1NC(=O)CSc1cn(CC(=O)N(C(C)C)C(C)C)c2ccccc12 | -3%

(next part)
SMILES | Pf Dd2 inh
O=C(C1CCCN(S(=O)(=O)c2cccc3nonc23)C1)N1CCN(c2ccccc2F)CC1 (configuration not stated) | ?
Cc1ccc(CN2CCc3oc(C)c(C(=O)N4CCSCC4)c3C2)cc1 | 10µM*
CN1C[C@H](NS(C)(=O)=O)CCC[C@@H](C(=O)N(C)Cc2cccnc2)CC1=O | 20%[44.1 µM]
Cc1ccc(CCNC(=O)C2CCN(Cc3nc(-c4ccccc4C)oc3C)CC2)cc1 | -12%
COc1cc(OC)c(NC(=O)Cn2ccn3nc(-c4ccc(F)cc4)c(CO)c3c2=O)cc1Cl | 82%[activator]
COc1ncccc1-c1cccc(COc2ccc3c(cnn3CC[S+](C)(=O)[O-])c2)c1 | ?
O=c1c(N2CCN(c3cccc(C(F)(F)F)c3)CC2)csc2ccc(Cl)cc12 | ?
COc1ccc(-c2[nH]ncc2CN2CCCC(C(=O)NCc3ccccc3)CCNC(=O)CC2)cc1 (configuration not stated) | ?
COc1ccc(-n2c(CCN)n[nH]c2=O)cc1OC | -4%
Clc1cc(NCc2ccccn2)n2nccc2n1 | ?
CC(=O)c1cccc(NS(=O)(=O)c2cccc(S(=O)(=O)c3ccc(Br)cc3)c2)c1 | i
COCCC1(NC(=O)c2cc(C)n(C)n2)CCN(C2CCOCC2)CC1 | -13%
CCn1c(C)c(C2N3CC4(C)CN2CC(CC)(C3)C4=O)c2ccccc21 (configuration not stated) | 31%
COc1ccccc1NC(=O)C1=C(C)Nc2nc(SCc3ccccc3F)nn2C1c1cccs1 (configuration not stated) | i
CCOCCCNC(=O)N1CCC(OC2CCN(S(C)(=O)=O)CC2)CC1 | 15%
O=C(O)C1=NOC2CN(CC3CC3)CC12 (configuration not stated) | 28%[44.1 µM]
Cc1ccc(CN2C(=O)C3(CCOCC3)CC2c2nnnn2C(C)(C)C)cc1 (configuration not stated) | 38%[activator]
COc1ccccc1[C@@H]1CN(C(=O)CCc2scnc2C)C[C@H]1C(=O)O | -12%
CCOC(=O)c1ccc(NC(=O)c2c(OC)cc(=O)n3c2CCCC3)cc1 | ?
CCc1noc(-c2cccn3c(CNC(=O)C(C)c4ccccc4)nnc23)n1 (configuration not stated) | i
O=C(CCc1cc(Cl)no1)N1CCCC(Cc2nncn2CC2CC2)C1 (configuration not stated) | ?
COc1cccc(CSc2nc3n(n2)C(c2cccc(F)c2)C(C(=O)Nc2ccccc2C)=C(C)N3)c1 (configuration not stated) | 45%[activator]
C=CCNC(=O)N1CC[C@H]2CC(=O)N(Cc3cccnc3)CC[C@H]2C1 | 1%[44.1 µM]
O=C(COC(=O)c1cc(-c2ccccc2)nc2ccccc12)c1ccc(Br)cc1 | -3%
O=C(NCc1cccs1)c1cc(-c2cccnc2)c2nncn2n1 | ?
Cc1ccccc1NC(=O)c1ccc2c(O)c(S(=O)(=O)c3ccccc3)c(=O)[nH]c2c1 | -5%
CNc1ccc(-c2noc([C@@H]3CCCN3Cc3cccnc3)n2)cn1 | i
CN(C)C(=O)C1CCc2nnc(-c3ccc(Cl)nc3)n21 (configuration not stated) | 16%[44.1 µM]
CCN(CC)S(=O)(=O)c1ccc(-c2csc(=Nc3cccc(C(F)(F)F)c3)n2Cc2ccc3c(c2)OCO3)cc1 | ?
CCC1Oc2ccc(NC(=O)COC)cc2CN(Cc2ccc(Cl)cc2)C1=O (configuration not stated) | i
CCCc1cc(C(=O)N2CCc3c(nc(-c4cccnc4)[nH]c3=O)C2)n[nH]1 | -4%
CC(C)(C)OC(=O)N1CC(N2CCc3ccccc32)C1 | ?
NCC(=O)N1Cc2ccccc2CC2(CCN(CC3CCOCC3)C2)C1 (configuration not stated) | 8.9µM*
O=C(Nc1ccccc1Cl)N1CCC(CN2CCCC2)CC1 | 45%[activator]
COCCN1CCC(N2CCN(S(=O)(=O)Cc3ccccc3Cl)CC2)C1=O (configuration not stated) | -14%
Cc1nn(C)c(C)c1C(=O)N[C@@H]1CN(S(C)(=O)=O)C[C@H]1CN(C)C | 39%[activator]
CCC(=O)Nc1sc2c(c1C(=O)Nc1ccc(OC)cc1)CCC(C(C)(C)C)C2 (configuration not stated) | -2%
CCNC(=O)NC[C@H]1O[C@H](Cc2cc(-c3ccc(F)cc3)on2)CC[C@@H]1O | ?
CCCCOc1ccc(C(=O)N(Cc2ccccc2)C2CCS(=O)(=O)C2)cc1 (configuration not stated) | 5%
C=CCn1cc(CN2CCC(Oc3ccc4ccccc4c3)(C(=O)O)CC2)cn1 | 8%
Cc1cccc(C(=O)Nc2ccccc2C(=O)OCc2cc(=O)n3nc(C4CC4)sc3n2)c1 | 27%
CCOc1ccc(CNC(=O)Cn2nc(C)c3nn(-c4ccc(Cl)cc4)c(C)c3c2=O)cc1OC | i
CC[C@H]1CN(C(=O)C(C)(C)C)CC[C@H]1CC(=O)NCCSC | -19%[44.1 µM]
Cc1sc2c(c1C)c(=O)n(-c1ccccc1)c(=O)n2CC(=O)c1ccc(Cl)cc1 | i
Cc1ccc(C)c(C(=O)NC2CCN(C(=O)c3cc4c(=O)[nH]c(C)cn4n3)CC2)c1 | -3%
Cc1ccc(C(=O)NCc2nnc3c(-c4nc(C(C)C)no4)cccn23)cc1 | ?
CC(C)CNC(=O)c1coc(COc2ccc3c(c2)C(c2cccc(F)c2)N(C(=O)C2CC2)CC3)n1 (configuration not stated) | ?
N#Cc1ccc(C(=O)NC2CCN(c3cc(-c4ccc(Cl)cc4)[nH]n3)C2)cc1 (configuration not stated) | 7.9µM*
CNC(=O)N1CCC(C2CCN(S(=O)(=O)Cc3ccc(C)cc3)C2)CC1 (configuration not stated) | -14%
C[S+](=O)([O-])N1CCCC2(CC(c3ccccn3)=NO2)C1 (configuration not stated) | 21%[44.1 µM]
CC(C)CCN1CCC(C2CCN(C(=O)c3ccncc3)CC2)C1 (configuration not stated) | i
Cc1oc2c(c(C)cc3oc(=O)c(CC(=O)NCCc4ccc(Cl)cc4)c(C)c32)c1C | 5%
Cc1ccc(N2CC(NC(=O)CCCc3ccccc3)CC2=O)cc1 (configuration not stated) | 12%
O=C(Nc1cccc(C(F)(F)F)c1)O[C@@H]1CO[C@H]2[C@@H]1OC[C@@H]2NC(=S)Nc1ccc(Cl)cc1 | 31%[activator]
COc1cccc(NC(=O)CCc2c(C)nc3nc(CNC(=O)c4cccc(F)c4)nn3c2C)c1 | ?
CC1CN(C(=O)CCC(=O)NCc2cccc(Cl)c2)c2ccccc2S1 (configuration not stated) | 9%
O=C(NCc1nncn1CCc1ccccc1)C1CC2(CCNCC2)CN1 (configuration not stated) | -4%
COc1cccc(C2c3c(oc4cc(C)cc(C)c4c3=O)C(=O)N2CCc2ccc(OC)c(OC)c2)c1 (configuration not stated) | 23%
O=C1CCN(C(=O)CCc2ccccc2)CCCOCCN1 | -7%
COc1cc(OC)c(NC(=O)CN(C)S(=O)(=O)c2ccc3c(c2)CCCC(=O)N3)cc1Cl | 24%

Five entries from above, in markdown.
| SMILES | Pf Dd2 inh |
| --- | --- |
| O=C(NCc1nncn1CCc1ccccc1)C1CC2(CCNCC2)CN1 (configuration not stated) | -4% |
| Cc1ccc(C)c(C(=O)NC2CCN(C(=O)c3cc4c(=O)[nH]c(C)cn4n3)CC2)c1 | -3% |
| Cc1oc2c(c(C)cc3oc(=O)c(CC(=O)NCCc4ccc(Cl)cc4)c(C)c32)c1C | 5% |
| O=C1CCN(C(=O)CCc2ccccc2)CCCOCCN1 | -7% |
| COc1cccc(NC(=O)CCc2c(C)nc3nc(CNC(=O)c4cccc(F)c4)nn3c2C)c1 | ? |

Following part.
SMILES | Pf Dd2 inh
COc1cccc(COC(=O)c2nn(-c3ccccc3)nc2N)c1 | 29%
CC1=NS(=O)(=O)N(C)C=C1C(=O)OCc1nc(C2CC2)no1 | 56%[activator]
CCn1ccc(C(=O)N[C@@H]2CN(S(C)(=O)=O)C[C@H]2CN(C)C)n1 | 33%[activator]
COc1ccc(Cl)cc1C(=O)N1CCC(Oc2ccc3c(cnn3CCC(=O)O)c2)CC1 | 0%
Clc1ccc(-c2nnc([C@H]3CCN(Cc4ccco4)C3)o2)cc1 | ?
Cc1cc(F)ccc1-c1[nH]nc2ncc(-c3cccnc3)nc12 | ?
Cc1cccc(CN2C(=O)CN=C(c3ccccc3Cl)c3cc(Cl)ccc32)c1 | i
COC(=O)c1ccc(NC(=O)CN2C(=O)c3cccc4cccc2c34)cc1 | 9%
O=C(Cc1cccs1)N1CCC(Nc2cccnc2)C1 (configuration not stated) | 52%[activator][5.79 µM]

Assay outcomes deposited in PubChem by National Center for Advancing Translational Sciences (NCATS).
